Pemphigus Ab inh = inhibitors of pemphigus antibody binding to DSG3, primary screen, biochemical, bead-based, flow cytometry, scFv-GFP. 310,000 compounds, 0.48% hits. DSG3-coupled beads, scFv-anti-DSG3-GFP binding; stronger effect = lower value. Desmoglein-3 (Homo sapiens), P32926. AID 588358, 2011. binding (percent of control), % at 10 µM;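 active = binding more than 3 SD below its plate's average and above zero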; note: some compounds called inactive have numbers as strong as hits
OPRM1-OPRD1 inv = inverse agonists of MOR-DOR heterodimerization, primary screen, cell-based, luminescence; AID 504357, 2011; cell-based MOR-DOR heterodimer luminescence, inverse agonism; inhibition, % at 9.3 µM; 340,000 compounds, 0.21% hits; in the data active = inhibition above about 22%, passing the limit was not always enough;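 note: 0% = cells with DMSO and 100% = wells without cells with DMSO; values of inactives mirror those of a sister screen read the other way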
V-ATPase pH = regulators of yeast V-ATPase proton pumping, primary screen, pHLuorin cytosolic pH fluorescence; S. cerevisiae; response, % at 10 µM; 350,000 compounds, 0.37% hits; AID 504577, 2011; in the data active = response mostly above about 7.3%, no sharp cut-off; inactive = mostly below about 5.4%; note: actives read high; inactives centre near 0; some compounds called inactive have numbers as strong as hits; reference of the scale not given here
HTR5A ag = HTR5A agonists in luminescence cell assay, primary screen, counter-screen for OPRM1-OPRD1 heterodimer agonist project, full-deck HTS | 5-hydroxytryptamine receptor 5A (Homo sapiens), P47898 | activation, % at 9.3 µM | 340,000 compounds, 0.61% hits | cell-based; in the data active = activation mostly above about 9.5%, no sharp cut-off; inactive = mostly below about 7.6%;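 note: 0% = cells with vehicle only and 100% = reference agonist; strong numbers were not always called active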
DAGLB inhibitor = DAGLB lipase inhibitors, primary screen, biochemical, fluorescence, HTS | AID 504411, 2011 | inhibition, % at 5.17 µM | Diacylglycerol lipase-beta (Homo sapiens), Q8NCG7 | HEK293T DAGLB membrane lysate, EnzChek fluorogenic substrate | 340,000 compounds, 0.059% hits; in the data active = inhibition above about 34%;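 note: 0% = enzyme with vehicle and 100% = wells lacking enzyme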
Target sequence (Q8NCG7 whole entry, looked up): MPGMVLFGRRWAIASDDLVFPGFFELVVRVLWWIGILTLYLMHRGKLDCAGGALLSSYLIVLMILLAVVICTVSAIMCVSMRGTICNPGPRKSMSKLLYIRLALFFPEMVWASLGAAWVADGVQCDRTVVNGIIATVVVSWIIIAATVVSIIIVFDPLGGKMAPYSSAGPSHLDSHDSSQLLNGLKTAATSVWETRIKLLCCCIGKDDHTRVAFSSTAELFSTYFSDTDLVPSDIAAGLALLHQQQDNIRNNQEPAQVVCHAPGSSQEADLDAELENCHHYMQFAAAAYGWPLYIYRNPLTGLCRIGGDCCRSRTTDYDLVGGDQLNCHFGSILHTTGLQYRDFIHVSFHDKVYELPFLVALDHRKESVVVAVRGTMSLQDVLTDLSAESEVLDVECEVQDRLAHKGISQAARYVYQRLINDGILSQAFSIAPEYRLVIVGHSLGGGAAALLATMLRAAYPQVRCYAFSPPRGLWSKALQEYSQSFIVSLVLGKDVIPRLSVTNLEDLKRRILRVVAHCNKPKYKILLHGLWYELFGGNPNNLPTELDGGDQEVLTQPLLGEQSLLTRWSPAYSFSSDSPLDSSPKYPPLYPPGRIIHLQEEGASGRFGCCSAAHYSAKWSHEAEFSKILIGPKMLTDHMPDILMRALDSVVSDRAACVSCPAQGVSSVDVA
PKA-R2B activ = activators of PKA-R2B holoenzyme, primary screen, biochemical, fluorescence polarization, Cy5-IP20, human; cAMP-dependent protein kinase catalytic subunit beta (Homo sapiens) + cAMP-dependent …; PKA-R2B holoenzyme dissociation; R2B truncated from residue 108, S112A mutant; 0% DMSO only, 100% 113 µM cGMP; activation, % at 11.4 µM; 340,000 compounds, 0.079% hits; AID 504700, 2011;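 active = activation above a cutoff set at the mean over all compounds plus 3 SD, cut at about 18% in these data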;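 note: higher means more holoenzyme dissociation and a rise in polarization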
Target sequence (P31323 whole entry, looked up, other chains not shown, the tested form may be a part): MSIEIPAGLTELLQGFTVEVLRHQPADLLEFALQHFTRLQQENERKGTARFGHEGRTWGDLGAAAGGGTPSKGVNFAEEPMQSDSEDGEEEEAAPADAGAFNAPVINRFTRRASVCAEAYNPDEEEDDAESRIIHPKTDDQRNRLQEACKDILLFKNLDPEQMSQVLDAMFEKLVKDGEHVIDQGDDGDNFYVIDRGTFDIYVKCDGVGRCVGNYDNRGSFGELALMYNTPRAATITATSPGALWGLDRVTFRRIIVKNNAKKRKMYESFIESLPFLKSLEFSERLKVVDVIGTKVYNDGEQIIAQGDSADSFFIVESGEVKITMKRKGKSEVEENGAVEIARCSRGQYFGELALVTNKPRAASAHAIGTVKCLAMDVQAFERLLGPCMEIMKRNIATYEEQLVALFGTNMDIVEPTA
Arr AP2 block = inhibitors of beta-arrestin/AP2 binding, primary screen, biochemical, GPCR trafficking, flow cytometry; beta-arrestin 1 C-terminal peptide binding to AP2 beta2-adaptin appendage (human); FITC-arrestin peptide / GST-AP2 beads; AP2 beta2 appendage carries R879A mutation; inhibition, % at 10 µM; 340,000 compounds, 0.31% hits;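 active = inhibition above a set limit, near 3 SD of compounds lacking own fluorescence, cut at about 54% in these data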;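 note: plate controls were DMSO wells for no effect and 5 µM unlabelled arrestin peptide for full effect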
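System: GST-tagged AP2 beta2-adaptin appendage (R879A) on 4 µm glutathione beads / Reagent: FITC-arrestin peptide, 50 nM / Detection: HyperCyt-sampled flow cytometry, FL1 channel, ex 488/em 535 nm / Timing: 12 min plus 1 h, RT / Buffer or medium: PBS plus Tween 20 (0.05%) and BSA (0.1%)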
HTR5A inv ctr = HTR5A inverse agonists in luminescence cell assay, primary screen, counter-screen for OPRM1-OPRD1 heterodimer inverse agonist project, full-deck HTS. 5-hydroxytryptamine receptor 5A (Homo sapiens), P47898. HTR5A cell line, inverse agonism. inhibition, % at 9.3 µM. 340,000 compounds, 0.083% hits; in the data active = inhibition mostly above about 23%, no sharp cut-off; inactive = mostly below about 18%;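 note: 0% = cells with DMSO and 100% = no-cell wells with DMSO; some compounds called inactive have numbers as strong as hits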
PKA-R1A activ = activators of PKA-R1A holoenzyme, primary screen, biochemical, fluorescence polarization, Cy5-IP20, bovine R1A, mouse PKAc; cAMP-dependent protein kinase type I-alpha regulatory subunit (Bos taurus) + …; PKA-R1A dissociation; scaled: DMSO 0%, 113 µM cGMP 100%; activation, % at 11.4 µM; 340,000 compounds, 0.083% hits; AID 504707, 2011;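 active = percent activation above the mean of all tested compounds plus 3 SD, cut at about 19% in these data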;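 note: higher means more PKAc released from R1A so a rise in polarization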
MOR-DOR ag = agonists of OPRM1-OPRD1 heterodimerization, primary screen, cell-based, luminescence; activation, % at 9.3 µM; cells; Mu-type opioid receptor (Homo sapiens) + Delta-type opioid receptor (Homo sapiens), …; 340,000 compounds, 0.3% hits; AID 504326, 2011; in the data active = activation above about 18%;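 note: 0% = vehicle-treated cells and 100% = reference agonist; values of inactives mirror those of a sister screen read the other way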
Starred values were filed as active, the others as inactive; / = not tested or not shown. This is a subset; count on the stated rates, not on these rows.

SMILES	Pemphigus Ab inh	OPRM1-OPRD1 inv	V-ATPase pH	HTR5A ag	DAGLB inhibitor	PKA-R2B activ	Arr AP2 block	HTR5A inv ctr	PKA-R1A activ	MOR-DOR ag
Cc1nn(Cc2ccc(Cl)cc2Cl)c(Cl)c1C(=O)NC1CCCc2ccccc21 (configuration not stated)	102	9	-3	-1	-2	-7	7	11	-16	-1.7
Cc1ccccc1CCNCc1ccc(Br)cc1	105	-29	-3	4	-1	-3	/	-12	-9	4.1
COC(=O)C1=C(c2ccc(S(C)(=O)=O)cc2)C[C@@H]2CC[C@H]1N2C(=O)NCc1ccco1	102	-2	8	-4	2	9	6	-24	5	0.4
Cc1ccc(OC(=O)N(C)C[C@H]2OCc3cnnn3CCCC(=O)N([C@H](C)CO)C[C@@H]2C)cc1	103	/	-2	/	1	-6	/	/	-2	/
CC1(O)CCN2C(=O)CCc3cccc1c32 (configuration not stated)	109	1	1	0	0	9	-7	1	-2	-0.1
Cc1cc(/C=C2\C(=O)NC(=O)N(C)C2=O)c(C)n1-c1ccc2c(c1)OCO2	/	2	-1	3	2	4	-7	2	2	-0.3
CNS(=O)(=O)c1ccc(-c2ccc(C=C3C(=O)NC(=O)NC3=O)o2)cc1	107	13	6	-1	1	-2	-5	-14	1	-2.4
O=C1N(c2nncs2)CCN1[N+](=O)[O-]	89	15	0	0	-1	-2	4	-2	8	-2.9
CCOc1ccc(N)cc1	116	10	0	0	-1	3	31	1	3	-2.4
COC(=O)C1=C(c2ccccc2)C[C@@H]2CC[C@H]1N2C(=O)N1CCCCC1	105	15	-5	-3	-5	-8	-4	-9	-6	-2.8
COc1ccc(OCC(=O)N2CCN(C(C)C)CC2)cc1	99	-21	4	4	-1	6	8	-11	-11	3.8
CCn1nc(-c2ccccc2)nc2c(=O)n(C)c(=O)nc1-2	97	-142	15	9	-31	10	26	18	9	24*
COc1nc2ccccc2c(=O)n1-c1ccc(Cl)cc1	95	2	0	-1	1	2	-8	3	-2	-0.3
O=S(=O)(c1ccc(F)cc1)N1CCCC1c1cccnc1 (configuration not stated)	110	7	2	4	1	0	-5	-15	-9	-1.3
NCCc1ccc(OCc2ccccc2)c(OCc2ccccc2)c1	114	-33	2	8	4	6	15	-31	-1	6.2
O=C1Nc2cc(C(=O)N3CCC4(CC3)OCCO4)ccc2S/C1=C\c1ccccc1	91	23	-4	-1	5	-2	9	-2	8	-4.4
COc1ccc(OC(=O)N(C)C[C@H]2OCc3cnnn3CCCC(=O)N([C@@H](C)CO)C[C@H]2C)cc1	100	/	4	/	-2	2	/	/	7	/
CN(c1ccc(O)cc1)c1ccc([N+](=O)[O-])c2nonc12	96	/	/	/	25	-1	/	/	-2	/
Cn1c(=O)n(CC(=O)N2CCC3(CC2)OCCO3)c(=O)c2ccccc21	108	9	2	5	-3	-6	8	-2	-1	-2.1
CC(C)CC(NC(=O)CCCNC(=O)CCC(=O)OC1O[C@H]2OC3(C)CC[C@H]4[C@H](C)CCC(C1C)C24OO3)C(=O)O (some centres not stated)	/	-68	-3	-2	-1	-5	11	8	8	14
CCc1ccc(NC(=O)CCNC(=O)N2C[C@H]3C[C@@H](C2)c2cccc(=O)n2C3)cc1	102	5	-1	0	-2	-1	-3	-3	-11	-0.9
Cc1nc(SCc2c(Cl)cccc2Cl)nc(OC(=O)N(C)C)c1C	93	-2	1	-1	-4	-13	6	3	-4	0.4
Cc1ccc(-c2ccc(=O)n(CC(=O)N3CCC4(CC3)OCCO4)n2)cc1	103	6	-2	1	1	-12	-8	-2	-11	-1.1
O=C(O)c1nonc1-c1nonc1C(=O)O	100	17	-2	-3	0	-5	2	9	-6	-3.1
O=C(Nc1ccc(F)cc1F)c1cccnc1Oc1cccc(C(F)(F)F)c1	110	-42	-3	2	-18	-8	2	-15	2	8.1
SMILES	Pemphigus Ab inh	OPRM1-OPRD1 inv	V-ATPase pH	HTR5A ag	DAGLB inhibitor	PKA-R2B activ	Arr AP2 block	HTR5A inv ctr	PKA-R1A activ	MOR-DOR ag
O=C(O)c1ccc2c(c1)C1C(Cl)C(Sc3ccccc3[N+](=O)[O-])CC1C(c1cccc([N+](=O)[O-])c1)N2 (configuration not stated)	94	9	-1	-4	18	-9	8	10	-3	-1.7
Cc1nc(N2CCN(Cc3ccc4c(c3)OCO4)CC2)[nH]c(=O)c1C	95	-4	4	-6	-2	0	8	21	1	0.8
Cc1cc(C)cc(N2C(=O)NC(=O)/C(=C\c3cccn3-c3ccccc3)C2=O)c1	95	-7	3	12	14	-4	7	-23	12	1.4
O=C(CN1CCCCC1)c1ccc(OC(F)F)cc1	97	13	-3	7	-4	-2	28	-17	3	-2.5
O=C1NC(=O)N(c2ccc(F)cc2)C(=O)/C1=C/c1ccc(N2CCOCC2)cc1	103	10	-1	2	0	-5	15	-5	1	-2.0
O=C(CCCN1CCC(n2c(=O)[nH]c3ccccc32)CC1)c1ccc(F)cc1	113	1	1	1	2	-2	2	-3	-4	-0.2
CC(=O)NC(Cc1ccc(N(CCCl)CCCl)cc1)C(=O)NCC(=O)NCC(=O)O (configuration not stated)	108	2	2	1	2	0	-3	-1	-1	-0.3
CCCn1ncc(CN2CCCC(C(=O)c3cccc(OC)c3)C2)c1C (configuration not stated)	101	-19	-1	1	-4	2	-4	-15	0	4.1
COP(=O)(NC(C)=O)SC (configuration not stated)	102	8	-3	6	0	10	-3	-20	3	-1.4
N#CC(Br)Br	99	16	-6	4	-1	3	12	-15	2	-3.0
CCCCn1c(O)c(C(CC)=NCc2cccnc2)c(=O)[nH]c1=O	100	10	1	4	0	4	-14	7	-3	-1.9
CC1CN2c3ccc([N+](=O)[O-])cc3CC3(C(=O)N(C)C(=O)N(C)C3=O)C2C(C)O1 (configuration not stated)	/	22	-4	-4	1	-10	19	9	-6	-4.4
CN1C(=O)/C(=C/c2ccc(Cl)s2)C(=O)NC1=S	341	-1	25*	-2	5	1	5	8	-6	0.3
CCCCn1c(O)c(C(CC)=Nc2cccc(C(=O)O)c2)c(=O)[nH]c1=O	103	5	1	1	0	-4	-7	-46	-7	-1.0
O=c1cccc2n1CC1CC2CN(CC(O)CN2CC3CC(C2)c2cccc(=O)n2C3)C1 (configuration not stated)	93	9	-1	3	-2	2	30	-11	-5	-2.1
CN1CCN(c2ccc(N)c(N3CCN(C)CC3)c2)CC1	106	-23	-2	9	2	-7	5	-22	2	4.7
O=[N+]([O-])c1cccc(CN2CC=C(c3ccc(F)cc3)CC2)c1	102	12	-2	-2	-10	1	-6	7	-5	-2.5
COC(=O)C1C(O)C(C)C(O)C(C)/C=C\C=C(/C)C(=O)Nc2c(C)c(OC(C)=O)c3c(c2O)C(=O)C(C)=C2OCOC(=C23)/C(C)=C/C(C)(O)C(O)C(C)C1O (configuration not stated)	114	-19	-1	-3	0	7	19	9	-10	4.1
C#C[C@]1(O)CC[C@H]2[C@@H]3CCC4=Cc5nc6nc7ccccc7n6cc5C[C@]4(C)[C@H]3CC[C@@]21C	63*	-13	-3	2	1	-15	6	14	-2	2.3
CCC(=O)N1CC(=O)Nc2ccc(Cl)cc2C1c1ccc(F)cc1 (configuration not stated)	76	6	-3	-3	1	-8	-1	-18	7	-1.0
CCC(C)C(NC(=O)CCCNC(=O)CCC(=O)OC1O[C@H]2OC3(C)CC[C@H]4[C@H](C)CCC(C1C)C24OO3)C(=O)O (some centres not stated)	94	-21	-3	-1	0	-1	6	2	-2	4.0
Cc1ccc(S(=O)(=O)N2CC2(C)CCl)cc1 (configuration not stated)	98	16	0	1	0	-3	17	-2	-2	-3.0
C/C(=N\NC(=S)Nc1ccccc1)c1c(O)n(C)c(=O)n(C)c1=O	86	6	0	2	-4	-1	-1	-5	-8	-0.8
CC(NS(=O)(=O)OCC(Cl)(Cl)Cl)c1ccccc1 (configuration not stated)	101	9	1	-3	-1	1	35	6	16	-1.6
COC(=O)C1=C(c2c(C)noc2C)C[C@@H]2CC[C@H]1N2C(=O)N1CCOCC1	110	-3	1	0	-1	-6	4	5	5	0.5
SMILES	Pemphigus Ab inh	OPRM1-OPRD1 inv	V-ATPase pH	HTR5A ag	DAGLB inhibitor	PKA-R2B activ	Arr AP2 block	HTR5A inv ctr	PKA-R1A activ	MOR-DOR ag
C=CCc1ccc(OC)cc1	101	15	-1	6	0	0	-1	0	-4	-3.0
Cc1ccnc(-n2c(C)nc3ccccc3c2=O)c1	/	11	1	-2	1	3	-6	5	16	-1.8
CC1COC2N=C(N[N+](=O)[O-])NC2O1 (configuration not stated)	93	15	2	1	2	7	3	-3	-8	-2.6
CC1(C)C(c2ccccc2)=NC(c2cccnc2)N1O (configuration not stated)	110	14	/	-4	1	-3	12	9	0	-2.8
CC1(C)CC(=O)C(C=NCCN2CCN(C(=O)Cc3ccc(Cl)cc3)CC2)=C(O)C1	94	13	-1	-1	2	4	4	0	6	-2.7
COc1ccc(-n2c(SC)nc3ccccc3c2=O)cc1	107	4	-2	-1	-2	7	-1	-1	-6	-0.8
Cc1sc2nc(COC(=O)Cc3ccccc3)[nH]c(=O)c2c1C	/	-6	-6	1	-5	-1	8	-4	3	1.3
OC12CCCCC1C(c1ccccc1)NCC2 (configuration not stated)	84	11	3	0	0	-1	-2	-34	-14	-2.0
C[N+]12CCC(CC1)C(=C(c1ccccc1)c1ccccc1)C2	135	12	3	9	-1	2	66*	-21	-6	-2.2
COC(=O)C1C2c3ccccc3C(c3ccccc32)C1C(=O)OC (configuration not stated)	105	16	0	-2	-4	-3	-15	4	-4	-3.4
C=CC(C)C(C(=O)c1ccccc1)N(C)C (configuration not stated)	98	3	1	-1	1	-5	-24	4	6	-0.7
COc1ccc(C(=O)OC2CC3CCC(C2)[N+]3(C)[O-])cc1OC (configuration not stated)	/	16	3	1	-2	-7	3	-3	-9	-3.4

Limited to PKA-R1A activ (2 entries from above):
canonical_smiles,PKA-R1A activ
CCC(C)C(NC(=O)CCCNC(=O)CCC(=O)OC1O[C@H]2OC3(C)CC[C@H]4[C@H](C)CCC(C1C)C24OO3)C(=O)O (some centres not stated),-2
Cc1ccc(S(=O)(=O)N2CC2(C)CCl)cc1 (configuration not stated),-2

Assay outcomes from PubChem BioAssay.
